High-throughput results deposited in PubChem BioAssay by National Center for Advancing Translational Sciences (NCATS).
D1 agonist: human D1 receptor agonism. AID 504660. actives 1% (n = 360,000). HEK293 T-REx D1 cells, calcium flux, agonist mode. activation, % at 2 µM. P21728; in the data active = activation above about 30%; also: 0% is about no effect
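Tetracycline-induced HEK293 TREx D1 cells, force-coupled to calcium signalling, were dye-loaded with a no-wash calcium kit. Compound was pin-added after a 10 s baseline. Fluorescence was read kinetically at 1 cycle/s for 180 s, with calcium rises flagged as agonism.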
D1 potentiator: human D1 dopamine receptor positive modulation. P21728. HEK293 TREx D1 cells, calcium flux, dopamine EC20 potentiation. potentiation, % at 10 µM. actives 0.036% (n = 360,000). AID 504651; in the data active = potentiation above about 30%; also: 0% is about no effect
LDHA inh: inhibitors of human lactate dehydrogenase A; purified LDHA, NADH/diaphorase-resazurin fluorescence; stronger effect = lower value; P00338; activity change, % (values are at about 110 or 230 µM); actives 0.15% (n = 480,000); AID 1347041; in the data active = activity change below about -30%; inconclusive = mostly about -25% to -30%;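 also: plate controls were DMSO wells for no effect and wells without enzyme for full effect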
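Human LDH5 (2 nM) was incubated with 0.06 mM NADH and 0.2 mM pyruvate for 5 min at room temperature in Tris pH 7.4. Remaining NADH was coupled through diaphorase/resazurin, and resorufin fluorescence was read at 0 and 20 min.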
GRP78 ERSR act: inducers of ER stress response in human glioma cells. U87-MG GRP78 promoter luciferase reporter, 16 h. Potency, µM, for inactives: at the highest dose activation, actives largely listed as activators. actives 0.02% (n = 420,000); also: potency is read from the fitted curve at half-maximal effect; series mostly up to about 76 µM; % of control where 0% means no effect; nearly all actives have a fitted effect of over 35% in size
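Stably transfected U87-MG human glioma cells carrying a GRP78-based luminescent sensor were seeded at 1000 cells/well, pin-dosed with compounds and incubated 16 h. Luciferase reagent was then added, and end-point luminescence was read after 10 min at room temperature.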
Vif-APOBEC3F blk: blocks the Vif interaction with APOBEC3F | Potency, µM (doses to about 46.1 µM), inactives show at the top dose activity, negative = active | actives 0.2% (n = 390,000) | AID 602313 | HeLa A3F-eYFP + Vif (tagged APOBEC3F with the HIV-1 protein that degrades it), YFP fluorescence increase; also: potency is read from the fitted curve at half-maximal effect; % of control where 0% means no effect; nearly all actives have a fitted effect of over 65% in size
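Fluorescence increase (Ex 488/Em 500-530) after overnight compound treatment at 37 deg C flags inhibition of Vif-driven A3F-eYFP loss in stable HeLa A3F-eYFP/Vif cells seeded overnight beforehand.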
Vif-A3G inh: Vif-A3G binding inhibition | Q9HC16 | HeLa A3G-eYFP + Vif (tagged APOBEC3G with the HIV-1 protein that degrades it), YFP fluorescence, overnight | Potency, µM (titrated, usually from 46.1 µM), without a hit: top-dose activity, negative = active, most hits filed as inhibitors | actives 0.076% (n = 410,000) | AID 602310;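 also: potency is read from the fitted curve at half-maximal effect; % is scaled to controls: 0 for no effect and ±100 for the full control effect; nearly all actives have a fitted effect of over 60% in size; hits raise eYFP signal because A3G escapes Vif-driven loss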
Target sequence (Q9HC16 whole entry, looked up): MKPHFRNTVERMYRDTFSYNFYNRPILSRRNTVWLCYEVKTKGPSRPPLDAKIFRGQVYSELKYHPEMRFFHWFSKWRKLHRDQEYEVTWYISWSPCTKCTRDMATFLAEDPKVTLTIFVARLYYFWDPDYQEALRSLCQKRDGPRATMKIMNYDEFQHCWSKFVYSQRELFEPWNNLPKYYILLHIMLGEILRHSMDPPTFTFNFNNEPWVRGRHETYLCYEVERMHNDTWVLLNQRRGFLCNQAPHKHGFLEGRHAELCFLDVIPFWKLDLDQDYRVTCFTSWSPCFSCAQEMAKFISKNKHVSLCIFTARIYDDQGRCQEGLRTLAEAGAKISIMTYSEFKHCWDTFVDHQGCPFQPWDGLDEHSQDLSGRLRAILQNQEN
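Read-out is eYFP fluorescence (Ex 488/Em 500-530) from Vif-expressing HeLa A3G-eYFP cells; more signal means A3G escaped Vif-mediated degradation. Cells plated overnight, compound pinned in, incubated overnight at 37 deg C.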
D1 antag: blocks dopamine activation of the human D1 receptor; actives 3.2% (n = 360,000); activity change, negative = inhibition, % at 10 µM; HEK293 TREx D1 cells, calcium flux, dopamine EC80; stronger effect = lower value; P21728; in the data active = activity change below about -30%; also: % is scaled to controls: 0 for no effect and ±100 for the full control effect
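Antagonism measured as reduced calcium response to an EC80 dopamine addition following 180 s compound pre-read; cells were inducible HEK293 Trex D1 plated overnight at 30 C, read kinetically at 1 cycle/sec.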
RXFP1 ag: RXFP1 (human) receptor agonism; Q9HBX9; AID 2676; HEK293T-RXFP1 cAMP TR-FRET, 30 min; response scale: percent of porcine relaxin response, buffer zero; Potency, µM (highest dose often 57.5 µM), for inactives: at the top dose activation, most hits filed as activators; actives 0.3% (n = 370,000); also: potency is read from the fitted curve at half-maximal effect; % is scaled to controls: 0 for no effect and ±100 for the full control effect; nearly all actives have a fitted effect of over 60% in size; many of its hits are not listed in these tables
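HEK293 cells stably expressing RXFP1, treated 30 min at 37C with compounds plus PDE4 inhibitor Ro 20174; cAMP measured by HTRF TR-FRET. Normalized to buffer and 29 nM porcine relaxin; EC50 by Hill fit.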
D2 PAM: positive allosteric modulators of human D2 dopamine receptor; potentiation, % at 10 µM; P14416; actives 0.34% (n = 340,000); HEK293 T-REx D2, calcium flux, EC20 dopamine potentiation;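 active = potentiation over 3 SD above the plate norm, cut at about 30% in these data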; also: 0% is about no effect
Target sequence (P14416 whole entry, looked up): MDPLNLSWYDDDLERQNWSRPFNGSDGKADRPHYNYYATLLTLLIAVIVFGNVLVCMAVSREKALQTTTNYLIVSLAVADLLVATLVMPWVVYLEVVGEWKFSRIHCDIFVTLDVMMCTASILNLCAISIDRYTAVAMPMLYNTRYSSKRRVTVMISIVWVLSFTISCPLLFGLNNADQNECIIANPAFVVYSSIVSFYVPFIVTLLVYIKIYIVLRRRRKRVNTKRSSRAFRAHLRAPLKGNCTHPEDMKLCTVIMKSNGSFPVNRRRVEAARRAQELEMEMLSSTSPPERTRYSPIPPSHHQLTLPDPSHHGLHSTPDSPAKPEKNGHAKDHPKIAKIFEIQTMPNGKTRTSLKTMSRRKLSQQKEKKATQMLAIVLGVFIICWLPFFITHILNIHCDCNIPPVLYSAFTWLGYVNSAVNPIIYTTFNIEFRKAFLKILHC
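Tetracycline-induced Hek293 Trex D2 cells, force-coupled to calcium, loaded with no-wash calcium dye. Compound added with 180 s kinetic read for agonism, then EC20 dopamine and a further 180 s read for potentiation.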
Starred values were filed as active, the others as inactive; ? = inconclusive; . = no result given. Unless noted, calls follow the shape of the dose curve; as a rule, active = well fitted curve in the direction sought with a large enough effect; inconclusive = small, poorly fitted or top-dose-only effect, or another doubt; inactive = no such curve, though single readings can be large; an effect the other way counts as inactive or inconclusive. Only part of the results is shown; the hit share may differ from the screen's.

Screens in order – D1 agonist, D1 potentiator, LDHA inh, GRP78 ERSR act, Vif-APOBEC3F blk, Vif-A3G inh, D1 antag, RXFP1 ag, D2 PAM
- CCCCOc1ccc(NC(=O)c2cnc(C)cn2)cc1
 : 5.3, -2.1, -4.9, 1.0%, ., -7.8%, -15.0, -1.3%, 2.1
- Fc1cccc(CNc2ncnc3ccc(-c4ccoc4)cc23)c1
 : 0.4, -1.8, ., ., ., ., -14.7, 3.3%, .
- CCOC(=O)Nc1ccc2c(c1)ncn2C1CCCCC1
 : 1.2, -1.1, -0.9, 4.5%, -3.0%, -1.0%, 0.8, -0.7%, -0.3
- S=C(NCc1ccc(Cl)cc1)NC1CCCCC1
 : 13.4, -4.5, -3.8, -2.5%, -15.6%, -1.0%, -24.1, 0.2%, -6.4
- Cc1oc(-c2ccc(F)cc2)nc1CN1CCCC(C(=O)N2CCOCC2)C1 (stereo not drawn)
 : -0.1, -3.4, -4.7, -0.3%, 0.6%, 0.7%, -11.5, -0.4%, 6.8
- CCCN(C(=O)CCSc1ccc(F)cc1)c1c(N)n(Cc2ccccc2)c(=O)[nH]c1=O
 : 3.1, -12.3, -1.3, -5.3%, -4.7%, -0.2%, 7.3, -2.2%, -15.5
- CCC1SC(=Nc2cccc(C)c2)NC1=O (stereo not drawn)
 : 1.7, -2.1, -0.4, -2.5%, -4.2%, -6.0%, -1.6, -0.3%, -3.3
- Fc1ccc(NC(=S)NCc2cccnc2)cc1
 : 2.8, 2.9, 2.0, -2.7%, 0.2%, 1.2%, -4.2, 0.9%, 0.6
- CN1CCc2c(sc3c2c(=O)n(-c2ccccc2)c2n[nH]c(=S)n32)C1
 : -0.2, -1.2, 6.1, -1.7%, -2.4%, 1.4%, 6.2, 0.4%, 1.8
- CCc1sc(/C=C(/C#N)C(N)=S)cc1[N+](=O)[O-]
 : 5.7, 1.6, -2.6, -5.7%, 2.6%, 0.2%, -1.6, -1.4%, 10.9

Two compounds drawn at random from the list so far:
Screens in order – D1 agonist, D1 potentiator, LDHA inh, GRP78 ERSR act, Vif-APOBEC3F blk, Vif-A3G inh, D1 antag, RXFP1 ag, D2 PAM
- CCC1SC(=Nc2cccc(C)c2)NC1=O (stereo not drawn)
 : 1.7, -2.1, -0.4, -2.5%, -4.2%, -6.0%, -1.6, -0.3%, -3.3
- Fc1cccc(CNc2ncnc3ccc(-c4ccoc4)cc23)c1
 : 0.4, -1.8, ., ., ., ., -14.7, 3.3%, .

Other entries follow:
Screens in order – D1 agonist, D1 potentiator, LDHA inh, GRP78 ERSR act, Vif-APOBEC3F blk, Vif-A3G inh, D1 antag, RXFP1 ag, D2 PAM
- COc1cc(Cl)cc(/C=N/NC(N)=O)c1O
 : 1.4, -2.2, 14.2, -2.0%, -5.8%, -0.4%, -11.9, 2.9%, -2.4
- CN(CC(=O)Nc1ccc(F)cc1)C(=O)COC(=O)c1cc(S(=O)(=O)N(C)C)ccc1N1CCCC1
 : 3.5, 0.1, 1.6, -3.1%, 5.1%, 2.6%, 1.5, -0.8%, -11.4
- Cc1ccc(-c2nnn3c2nc(NC2CCC(C)CC2)c2ccccc23)cc1 (stereo not drawn)
 : 5.3, -0.8, -2.1, 5.8%, -5.6%, -0.6%, -1.3, -0.4%, 3.3
- COc1ccc(CNC(=O)CC2Sc3ccccc3NC2=O)cc1 (stereo not drawn)
 : 5.0, -0.1, -5.7, -4.2%, -0.8%, -2.2%, -9.0, 2.2%, 6.9
- COc1ccc(C(CNC(=O)c2cc(S(=O)(=O)NCc3ccco3)ccc2C)N(C)C)cc1 (stereo not drawn)
 : ., ., -2.4, 0.6%, -4.4%, -4.3%, ., ., .
- COc1ccc(N=Nc2[nH]c3ccc(C)cc3c2O)cc1
 : 0.5, -6.8, -9.5, -2.3%, 14.9%, -4.1%, 5.4, 4.5%, 0.8
- CN1C(=O)C2(C(C#N)=C(N)Oc3c2oc(CO)cc3=O)c2ccccc21 (stereo not drawn)
 : 2.3, -1.4, -1.6, -4.9%, 1.5%, -2.6%, 11.3, 1.8%, 1.8
- O=C(CN1CCN(c2ccc(F)cc2)CC1)Nc1cccc(C(F)(F)F)c1
 : 0.1, 3.2, -4.4, -2.6%, 9.1%, 0.1%, -2.6, 1.8%, 5.5
- O=C(COc1ccc([N+](=O)[O-])cc1)NCC(c1cccs1)N1CCOCC1 (stereo not drawn)
 : 2.6, -3.9, -3.9, -5.7%, -5.4%, 0.9%, 3.8, 1.9%, -1.4
- COc1ccc(/C=C2\SC(=S)N(CC(=O)N(C)C3CCS(=O)(=O)C3)C2=O)cc1 (stereo not drawn)
 : 0.7, -4.0, -0.1, 8.2%, -0.7%, -0.8%, -20.4, -3.8%, 4.9
- COc1cc(NC(=O)c2cc3ccccn3n2)cc(OC)c1OC
 : 1.0, -0.2, 3.9, -1.0%, 0.8%, 4.1%, 2.7, 1.4%, -8.4
- CCN(CC(=O)Nc1c(F)cccc1F)C(=O)COc1ccc2c(c1)CCC2
 : 1.3, -11.8, -11.9, 5.4%, 0.6%, -4.5%, -2.5, 0.1%, -1.4
- CC1Cc2ccccc2N1Cc1cc(=O)c(OCC(=O)Nc2ccccc2)co1 (stereo not drawn)
 : 2.8, -3.8, -2.9, -0.8%, -4.2%, 1.1%, -33.0*, 0.3%, 2.3
- COc1ccc(N2CCN(C(=O)COC(=O)Cc3ccc(F)cc3)CC2)cc1
 : 8.7, -6.8, -6.1, -2.6%, 1.1%, 0.0%, 3.7, -0.8%, 16.7
- CCOC(=O)c1c(O)c2c(n(Cc3ccco3)c1=O)CCCC2
 : 0.3, -1.4, 0.8, 0.1%, -5.9%, 0.4%, -2.0, -2.0%, 22.7
- CNC[C@H]1Oc2c(NC(=O)c3ccc(-c4nccs4)cc3)cccc2C(=O)N([C@@H](C)CO)C[C@@H]1C
 : ., ., -6.7, -1.3%, -1.0%, -0.4%, ., ., .
- Cc1ccc(CNC(=O)CCS(=O)(=O)c2cc3c4c(c2)CCN4C(=O)CC3)cc1
 : 2.2, 4.1, -6.5, -2.2%, 1.7%, -3.9%, 5.2, -0.2%, -3.9
- Cn1c(SCC(=O)NC(=O)NCc2ccco2)nnc1-c1ccccc1
 : 1.1, 3.5, -5.8, -4.8%, 7.7%, 1.6%, 5.2, 1.8%, -14.3
- Cc1ccc(Cn2cc3c(n2)-c2c(oc(C(=O)Nc4ccc(F)cc4F)c2C)CC3)cc1
 : 3.2, -0.3, 6.8, -3.5%, 2.7%, 0.4%, 0.7, 2.7%, -1.5
- CC(C)c1ccc(NC(=O)C(c2ccccc2)N2CCOCC2)cc1 (stereo not drawn)
 : 1.7, 1.5, 1.1, 0.5%, -3.7%, -7.8%, 17.2, 2.2%, -9.7
- Cc1ccc(S(=O)(=O)Nc2ccc(C(=O)NC3CC3)cc2)cc1
 : 8.0, 22.2, 1.6, -1.0%, 0.0%, -0.2%, -19.0, 2.2%, 0.3
- O=C(c1cccc([N+](=O)[O-])c1)c1ccc2[nH]c(=O)[nH]c2c1
 : -0.5, -3.8, -3.5, -6.4%, -12.1%, -0.6%, 2.4, -0.6%, -5.7
- CCOC(=O)C(=CNc1ccc(NC2=NCC(C)(C)S2)cc1)C(=O)OCC
 : 10.5, -2.6, 11.9, -3.1%, 1.6%, 0.3%, 5.9, 4.4%, 0.4
- Cc1ccc(/C=N/NC(=O)c2cccc(NC(=O)c3ccccc3C)c2)o1
 : 1.0, -1.6, -5.6, -1.3%, 3.2%, -3.5%, 0.2, -5.1%, 7.8
- CCn1c(SCC(N)=O)nnc1-c1ccc(OC)c(OC)c1
 : 0.1, -1.9, -4.1, -1.6%, -16.4%, -0.2%, 2.3, 1.0%, 8.3
- CCc1ccc2occ(CC(=O)Nc3c(C(=O)c4ccc(F)cc4)oc4ccccc34)c2c1
 : 0.3, -0.3, -5.9, -4.7%, 1.4%, 1.8%, 5.5, -0.7%, -2.5
- CS(=O)(=O)c1cccc(C(=O)OCC(=O)Nc2ccc3c(c2)OCO3)c1
 : 4.9, ., -2.3, -1.2%, ?, -5.8%, -0.1, 0.9%, .
- CC(=O)Oc1ccc2ccccc2c1C(NC(=O)C(C)C)c1cccc([N+](=O)[O-])c1 (stereo not drawn)
 : -1.4, -3.1, -0.7, -7.8%, -0.9%, 0.5%, 21.2, 0.1%, 18.5
- CN(C)c1ccc(C=NNC(=O)c2cccnc2)cc1
 : ., ., -2.1, -0.8%, -8.2%, -5.8%, ., ., .
- CC(=O)NC(CC(C)C)C(=O)O (stereo not drawn)
 : ., ., -15.8, -5.8%, -2.7%, -1.8%, ., ., .
- COc1ccc(C(=O)c2cnc[nH]2)cc1
 : 1.6, -8.2, -1.2, -6.8%, -7.2%, -0.7%, -10.6, 1.6%, .
- COc1ccc2cc3c(N)nn(C(=O)c4cccc(F)c4)c3nc2c1
 : 6.1, -3.5, -9.5, -3.9%, 5.1%, 2.0%, -1.5, -3.4%, -9.1
- CCCn1c(SCC(=O)Nc2nnc(CC)s2)nnc1-c1ccncc1
 : 6.5, 0.9, -9.0, -1.3%, 5.1%, -4.3%, -3.3, 4.2%, -8.9
- Cc1oc(-c2ccccc2Cl)nc1CS(=O)CC(=O)N1CCN(c2ccccc2)CC1 (stereo not drawn)
 : -0.9, -3.1, -1.7, -1.0%, -0.6%, 0.7%, -16.3, 0.0%, -2.9
- Cc1ccccc1NC(=O)Nc1nc2ccc(S(C)(=O)=O)cc2s1
 : 3.7, -7.8, -14.4, 3.0%, 0.9%, -0.9%, -3.5, 18.7%, -2.4
- O=S1(=O)CCN(Cc2ccc(F)cc2)CC1
 : -0.1, -0.9, -9.4, -1.8%, 11.3%, 0.4%, ., -0.7%, -3.7
- O=C(O)CCSc1nc2ccccc2n1Cc1ccccc1
 : 2.6, -2.5, -0.1, -2.4%, -6.1%, -1.3%, 13.3, 0.8%, 6.8
- O=C(N/N=C/c1ccncc1)c1ccc(NC(=O)c2cccc(Cl)c2)cc1
 : 2.1, -0.5, 2.2, 5.9%, 6.4%, -4.7%, 4.0, -0.1%, .
